# Screening results (PubChem)
# DTT redox prof: compounds producing H2O2 with reducing agent – biochemical, NIH compound library profiling, artefact control for MLSCN library redox annotation, primary screen | 0.03% of 200,000 active | activation, % at 10 µM | AID 878, 2007 | DTT-dependent redox cycling H2O2, phenol red/HRP absorbance; 100% = 100 µM peroxide control, 0% = buffer;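 active = activation of at least 50% relative to the plate's high and low controls in the primary single-dose screen; inactive = activation below 50%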;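 also: compound incubated with DTT at 0.8 mM final as the reducing agent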
# TNAP inh noacc: human TNAP enzyme inhibitors, primary screen, biochemical, luminescent, no phosphate acceptor, uHTS; inhibition, % at 20 µM; 0.26% of 200,000 active; purified TNAP, CDP-star luminescence, 30 min; AID 1012, 2008; Alkaline phosphatase, tissue-nonspecific isozyme (Homo sapiens), P05186;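 active = tissue-nonspecific alkaline phosphatase inhibition above about 50% at 20 µM in the single-dose screen, limit read from the data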;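 also: 0% = DMSO negative control and 100% = EDTA positive control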
# S1P3 antag: S1P3 receptor antagonists, primary screen, cell-based; Sphingosine 1-phosphate receptor 3 (Homo sapiens), Q99500; CHO S1P3 NFAT-BLA reporter, FRET fluorescence, antagonist mode; 0.27% of 170,000 active; AID 485, 2006; inhibition, % at 4.98 µM;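 active = inhibition above the plate cutoff, the mean inhibition of test wells on that plate plus 3 SD, cut at about 28% in these data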;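 also: cells challenged with S1P at its EC80 of 0.8 µM; blue over green emission ratio from cleaved BLA substrate after 4 h stimulation; 0% = S1P-stimulated wells and 100% = unstimulated DMSO-only wells; some compounds past the cut are filed as inactive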
# Target sequence (Q99500 whole entry, looked up): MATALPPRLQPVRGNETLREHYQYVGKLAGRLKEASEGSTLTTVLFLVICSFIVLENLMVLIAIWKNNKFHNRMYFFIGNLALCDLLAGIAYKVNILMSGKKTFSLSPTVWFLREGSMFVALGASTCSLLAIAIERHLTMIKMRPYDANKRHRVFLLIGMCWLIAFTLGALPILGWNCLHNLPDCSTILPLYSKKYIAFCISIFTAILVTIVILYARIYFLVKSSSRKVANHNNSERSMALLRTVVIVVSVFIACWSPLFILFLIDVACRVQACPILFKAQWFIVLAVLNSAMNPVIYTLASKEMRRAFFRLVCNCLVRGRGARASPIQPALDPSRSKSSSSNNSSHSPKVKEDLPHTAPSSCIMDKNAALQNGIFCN
# Efa HMGR inh: inhibitors of E. faecalis class II HMGR, primary screen, biochemical, Enterococcus faecalis; purified E. faecalis HMGR, NADPH absorbance 340 nm kinetic; inhibition, % at 10 µM; 0.41% of 190,000 active; AID 1066, 2008; HMG-CoA reductase (Enterococcus faecalis, mvaE);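 active = inhibition above a set limit, the median over all tested compounds plus 3 SD, cut at about 9.5% in these data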;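 also: enzyme runs in reverse so mevalonate oxidation gives rising NADPH absorbance; 0% = complete reaction with DMSO and 100% = background rate lacking mevalonate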
# TNAP inh hiacc: human TNAP enzyme inhibitors, primary screen, biochemical, luminescent, high phosphate acceptor level, uHTS | 0.03% of 200,000 active | inhibition, % at 20 µM | purified TNAP, CDP-star luminescence, 1 M DEA | Alkaline phosphatase, tissue-nonspecific isozyme (Homo sapiens), P05186 | AID 1135, 2008;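 active = over 50% inhibition of tissue-nonspecific alkaline phosphatase at 20 µM in the single-dose screen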;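 also: plate controls were DMSO wells for no effect and EDTA-quenched wells as full inhibition for full effect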
# L major viab: Leishmania major promastigote growth inhibition, primary screen. 9% of 200,000 active. inhibition, % at 10 µM. Leishmania major promastigotes, resazurin fluorescence viability. AID 1063, 2008; in the data active = inhibition above about 50%;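 also: promastigotes grown with compound for 44 hours at 28 °C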
# RAM network inh: inhibitors of the yeast RAM network, primary screen, dse1pr::URA3 reporter, 5-FOA selection. S. cerevisiae dse1pr::URA3 reporter, 5-FOA growth OD615, 2 d; analog-sensitive cbk1-as2 kinase mutant strain. inhibition, % at 50 µM. 1.8% of 190,000 active. AID 868, 2007;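 active = inhibition above a set limit, 3 SD over mean compound inhibition, cut at about 8.4% in these data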;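 also: 0% = DMSO-only wells with no growth and 100% = 10 µM 1-NA-PP1 full growth; inhibition rescues growth on 5-FOA so higher OD means more RAM inhibition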
# Hsp70 activator: Hsp70 transcriptional activators, primary screen, cell-based, HeLa, Hsp70 promoter luciferase, luminescence, 10 µM | activation, % at 10 µM | 0.04% of 200,000 active | HeLa Hsp70 promoter luciferase reporter; scaled: vehicle 0, proteasome-inhibitor control 100%;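 active = activation above the mean across all tested compounds plus 3 SD, cutoff set per campaign, cut at about 5.5% in these data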;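 also: 100% = MG132 at 30 µM as the positive control and 0% = DMSO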
# PMI act: activators of human PMI, primary screen, biochemical, fluorescence intensity, near-Km mannose 6-phosphate. 0.005% of 190,000 active. AID 1214, 2008. purified human PMI, coupled resazurin fluorescence, 20 min; hits give high values; 1 = vehicle control, 0 substrate-free wells. activation factor at 20 µM;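 active = activation factor of 2 or more at 20 µM, relative to plate controls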
# Target sequence (P34949 whole entry, looked up): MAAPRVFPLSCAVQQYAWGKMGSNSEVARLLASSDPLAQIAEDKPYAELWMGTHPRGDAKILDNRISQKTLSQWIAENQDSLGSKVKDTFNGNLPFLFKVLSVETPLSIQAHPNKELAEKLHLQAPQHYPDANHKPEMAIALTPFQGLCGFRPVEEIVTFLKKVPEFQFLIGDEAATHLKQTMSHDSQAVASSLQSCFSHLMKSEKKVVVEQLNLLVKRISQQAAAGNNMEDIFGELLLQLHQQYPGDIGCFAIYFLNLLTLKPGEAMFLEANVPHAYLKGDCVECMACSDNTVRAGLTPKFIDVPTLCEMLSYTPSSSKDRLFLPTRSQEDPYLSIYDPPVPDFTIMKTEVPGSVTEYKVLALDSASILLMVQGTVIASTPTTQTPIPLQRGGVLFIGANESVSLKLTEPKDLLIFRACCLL
# PMI act hi M6P: human PMI activators, high substrate, primary screen, biochemical, fluorescence intensity, near-saturating mannose 6-phosphate; coupled PMI enzyme assay, resazurin fluorescence, 20 min; hits give high values; 1 = untreated enzyme, 0 = substrate-free blank; activation factor at 20 µM; 0.34% of 190,000 active;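 active = activation factor of 2 or more at 20 µM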
#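 Material: human phosphomannose isomerase with PGI, G6PDH, diaphorase coupling enzymes. Quantity: 15 ng/mL PMI. Medium: HEPES pH 7.4 buffer with MgCl2 and Tween-20. Reagent: Near-saturating mannose-6-phosphate, 1.0 mM. Compound: 20 µM single dose. Times: enzyme reaction with compound 20 min at room temperature. Detection: resorufin fluorescence at Ex 544/Em 590 nm.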
# * marks the source's active call; other numbers are inactive results; · = no result given.
SMILES,DTT redox prof,TNAP inh noacc,S1P3 antag,Efa HMGR inh,TNAP inh hiacc,L major viab,RAM network inh,Hsp70 activator,PMI act,PMI act hi M6P
CN(C)c1ccc(C(=O)c2ccccc2C(=O)O)c(O)c1,-1.0,-11,-34,-8,-7,-5,0.6,-0.5,1.1,1
COC(=O)c1sc(S(=O)(=O)N2CCC(C(=O)O)CC2)c(C(=O)OC)c1C,0.0,-4,·,-4,0,-6,0.3,-0.1,1,0.9
CCn1c(=Nc2ccc(N3CCOCC3)cc2)ccc2ccccc21,3.0,-22,7,-13,-3,21,0.7,-0.1,0.9,1
O=C(N/N=C/c1c[nH]c2ccccc12)c1cc(-c2cccc3ccccc23)n[nH]1,0.4,-9,-6,3,1,15,1.4,0.2,1,0.9
CN1CCN(c2ccc(NC(=O)c3ccccc3Br)cc2)CC1,0.7,-3,-13,-2,2,0,0.9,0.3,0.9,0.9
OC1CCNC(=S)N1c1ccccc1 (centres undefined),-0.5,-11,-10,-2,-2,-5,0.9,-0.4,1.1,1.1
Cc1cc(NC(=O)CCN2CCC(C(N)=O)CC2)ccc1Br,-0.2,-8,·,0,-5,82*,0.1,-0.1,1,1.1
CN1C(=O)CS(=O)c2ccc(C(=O)NC3CC3)cc21 (centres undefined),-1.2,-12,-32,1,-2,-6,-0.2,-0.1,1,1
CC[C@@H](C)[C@@H](C(=O)N1CCN(C(=O)OC(C)(C)C)CC1)n1cc(CCCN=C(NC(=O)OC(C)(C)C)NC(=O)OC(C)(C)C)nn1,0.4,5,15,0,6,22,1.7,0.2,0.9,1
O=C(NCC1CCCO1)C1CCN(C2CCN(C(=O)C3CCCCC3)CC2)CC1 (centres undefined),-0.3,-9,-6,-2,-6,-2,1.3,-0.1,0.9,0.9
O=S(=O)(c1ccc(Oc2ccc(-c3nnco3)cc2)nc1)N1CCC(Cc2ccccc2)CC1,2.7,-5,14,5,-3,-7,2.3,-0.1,0.9,0.9
CCOc1ccccc1C(=O)N[C@H](C(=O)Nc1cc(S(=O)(=O)N(C)C)ccc1OC)C(C)C,-3.0,-12,-19,5,-1,5,2.1,-0.4,1,0.9
COCCNC(=O)CCCn1c(=O)c2cc(OC)c(OC)cc2n(CC(=O)c2ccccc2)c1=O,0.0,-5,3,-2,4,0,0.1,-0.1,1,1
CC(=O)c1ccc(NC(=S)N(Cc2ccccc2)C(C)C2CC2)cc1 (centres undefined),-2.3,-2,-5,-4,-1,11,2.1,-0.2,0.8,0.9
COc1ccc(-n2c(N)c(C(=O)NCc3ccco3)c3nc4ccccc4nc32)cc1,-3.2,-11,·,-3,0,5,0.9,0.0,0.9,0.6
CCn1c(NCc2ccc(N(C)C)cc2)nc2ccccc21,0.8,-9,8,-4,-4,18,-1.5,-0.1,0.9,0.9
O=C(CCN1CCCCCC1)Nc1ccc(F)c(F)c1,-1.2,-8,6,-5,-2,0,1.0,-0.3,1.1,1.1
Cc1ccc(S(=O)(=O)c2nc(S(C)(=O)=O)sc2NCC2CCCO2)cc1 (centres undefined),0.3,-5,-13,-5,-6,-3,1.2,-0.1,1,1
COc1ccc(-c2cn3cccnc3n2)cc1NS(=O)(=O)c1ccccc1,-9.7,23,0,-8,3,2,2.6,-0.1,1.3,1.1
CC1=NN(c2ccccc2)C(=O)/C1=C\C=C1\N(C)c2ccccc2C1(C)C,5.2,43,12,-1,48,25,0.9,-0.5,0.9,0.9
CN(C)/C=C/c1oc2ccc(O)cc2c1[N+](=O)[O-],0.3,48,-7,-3,52*,-3,4.3,0.0,0.9,0.7
CCCCc1noc(-c2c(-c3ccccc3Cl)noc2C)n1,-1.1,-15,0,-5,-2,12,1.4,0.3,0.9,0.9
COc1ccc(N2CCN(Cc3nc4ccsc4c(=O)[nH]3)CC2)cc1,-1.1,-3,·,2,-6,-3,0.1,0.5,0.9,1
CCOC(=O)C(Oc1ccc(=O)n(-c2ccccc2)n1)C(C)=O (centres undefined),2.0,-13,-7,0,-5,-6,1.5,-0.4,1,1

# Compound profiles (already shown). Screens in order: DTT redox prof | TNAP inh noacc | S1P3 antag | Efa HMGR inh | TNAP inh hiacc | L major viab | RAM network inh | Hsp70 activator | PMI act | PMI act hi M6P
# Results for CC1=NN(c2ccccc2)C(=O)/C1=C\C=C1\N(C)c2ccccc2C1(C)C → 5.2 | 43 | 12 | -1 | 48 | 25 | 0.9 | -0.5 | 0.9 | 0.9
# Results for CC(=O)c1ccc(NC(=S)N(Cc2ccccc2)C(C)C2CC2)cc1 (centres undefined) → -2.3 | -2 | -5 | -4 | -1 | 11 | 2.1 | -0.2 | 0.8 | 0.9
# Results for COc1ccc(-c2cn3cccnc3n2)cc1NS(=O)(=O)c1ccccc1 → -9.7 | 23 | 0 | -8 | 3 | 2 | 2.6 | -0.1 | 1.3 | 1.1
# Results for CN(C)/C=C/c1oc2ccc(O)cc2c1[N+](=O)[O-] → 0.3 | 48 | -7 | -3 | 52* | -3 | 4.3 | 0.0 | 0.9 | 0.7

# Further entries:
SMILES,DTT redox prof,TNAP inh noacc,S1P3 antag,Efa HMGR inh,TNAP inh hiacc,L major viab,RAM network inh,Hsp70 activator,PMI act,PMI act hi M6P
COc1cc(C(=O)O)cc(NC(=O)c2cccs2)c1OC,0.0,-13,-8,4,-10,26,6.2,-0.4,1.3,1.3
COc1ccc(-c2[nH]c(-c3ccc4c(c3)OCO4)nc2-c2ccccc2)cc1,-6.5,-6,·,6,-2,65*,1.9,-0.2,0.8,0.8
C=CCOC(=O)Nc1c(C(=O)OC)[nH]c2ccc(Cl)cc12,0.5,11,4,-3,-1,-6,4.0,-0.2,1.1,1.1
CCc1ccccc1NCC(=O)Nc1ccccc1C(=O)OC,0.3,-13,-19,1,0,2,1.2,-0.2,0.9,1
O=c1c2c(nc3n1CCCCC3)-c1ccccc1CC21CCCCC1,-0.3,-6,·,-9,-2,3,9.9*,-0.2,1,1
Cc1ncsc1C(=O)N1N=C2/C(=C/c3ccccc3)CCCC2C1c1ccccc1 (centres undefined),-3.6,3,·,0,-7,99*,3.9,-0.2,0.9,0.9
CC1Cc2ccccc2N1S(=O)(=O)c1cccc(C(=O)OCC(=O)NC2CCS(=O)(=O)C2)c1 (centres undefined),0.1,-7,·,-1,-2,7,1.5,-0.4,1.1,1.1
Clc1ccc(OCCSCc2nc3ccccc3[nH]2)cc1,1.3,-57,·,-1,-4,3,-0.5,-0.5,0.9,0.9
COc1c(OC)c(O)c2c(=O)c(O)c(-c3ccccc3)oc2c1OC,0.5,5,-4,-1,15,-17,3.1,-0.5,1.1,1
CC1=CC(C)(C)n2c(O)c(N=NC(N)=S)c3c(C)ccc1c32,1.1,12,-3,1,4,5,-0.1,-0.3,0.9,1
CCSCc1nnc(SCC(=O)Nc2cccc(C(C)=O)c2)n1C,-0.5,-11,-6,-6,-4,-1,0.1,-0.1,1,1
CCOC(=O)c1ccc(NC(=O)NCc2ccncc2)cc1,0.8,-11,-24,0,-4,7,2.8,0.2,1,1

# Some entries already given, reduced to TNAP inh noacc:
smiles | TNAP inh noacc
CC1=NN(c2ccccc2)C(=O)/C1=C\C=C1\N(C)c2ccccc2C1(C)C | 43
O=C(NCC1CCCO1)C1CCN(C2CCN(C(=O)C3CCCCC3)CC2)CC1 (centres undefined) | -9
Clc1ccc(OCCSCc2nc3ccccc3[nH]2)cc1 | -57
O=C(N/N=C/c1c[nH]c2ccccc12)c1cc(-c2cccc3ccccc23)n[nH]1 | -9

# Carrying on.
SMILES,DTT redox prof,TNAP inh noacc,S1P3 antag,Efa HMGR inh,TNAP inh hiacc,L major viab,RAM network inh,Hsp70 activator,PMI act,PMI act hi M6P
CSCCC(NC(=O)c1cc(C)oc1C)C(=O)O (centres undefined),0.3,-8,·,-3,-1,15,0.0,0.0,1.2,1.3
O=C(NCc1cccnc1)C1CC(c2ccc(F)cc2)=NO1 (centres undefined),2.1,-7,13,-2,-3,-9,1.2,1.5,0.9,0.9
CC(C)/C=C1\CCCCC1N(C)C(=O)NC(C)C (centres undefined),-3.6,-2,8,0,0,6,-0.3,-0.3,1,1
c1ccc(-n2ncc3c(N4CCN(c5ccccn5)CC4)nc(N4CCOCC4)nc32)cc1,·,-7,-46,·,-3,·,·,·,1,1
NC(=O)c1c(NC(=O)C2CCCO2)sc2c1CCC2 (centres undefined),0.5,-10,26,-1,-4,-1,1.6,0.2,0.8,0.8
CCOC(=O)N1CCN(C(=O)Cn2nc(-c3ccc(Cl)cc3)ccc2=O)CC1,-0.4,-7,4,-2,-2,-7,3.4,-0.1,1,1
Cc1nn2c(COc3ccc(NC(=O)C(C)C)cc3)nnc2c2ccccc12,-0.1,-9,-7,-5,-1,40,-0.7,-0.1,1.1,1.1
COc1ccc(C(=O)NCC(=O)NCCc2c[nH]c3ccccc23)cc1OC,-0.4,-15,-13,-1,-3,2,0.9,0.0,1.1,1
COC(=O)Cc1cc(=O)[nH]c(/N=C(\N)Nc2cccc(C)c2)n1,-0.4,-13,0,0,-7,-9,2.5,0.3,0.9,0.9
CCCn1c(N)c(Sc2ccc(C)cc2)c(=O)n(CCC)c1=O,-0.2,-4,-5,-11,2,13,-0.2,-0.2,0.9,0.9
O=C(/C=C/c1ccccc1)NC(=S)Nc1ccccc1C(=O)NC1CCCCC1,-3.8,-1,·,6,-3,100*,2.2,-0.2,1.1,1.1
Clc1ccccc1N1CCN(c2ncnc3nc[nH]c23)CC1,-0.1,-72,-11,-1,0,-3,2.8,-0.4,1,0.9
C/C(=N/NC(=O)CNC(=O)COc1ccccc1)c1ccco1,-0.1,-2,-5,0,-2,-1,-0.1,-0.3,0.9,0.9
Cc1ccc(CN2CCN(Cc3cnc(C)[nH]3)CC2CCO)cc1 (centres undefined),-0.9,-5,0,-2,-4,1,1.6,-0.3,0.9,1
Clc1ccc(CN2CCN(c3ccccc3)CC2)cn1,0.7,-5,-3,-5,-2,38,0.3,0.2,1,1
CCOc1cc(NC(=O)c2ccco2)c(OCC)cc1NC(=O)COc1ccccc1,1.1,-8,-17,5,-4,-2,-0.9,-0.1,0.9,0.7
CCN1CCN(Cc2ccc3c(c2)Cc2ccccc2-3)CC1,·,-10,5,·,-1,·,·,·,1.1,1.2
COc1ccc(Nc2nc(-c3sc(NC(C)=O)nc3C)cs2)cc1,0.4,-21,·,-4,3,-2,1.6,-0.4,1,1.3
